DDE Tn6 FP inh = inhibitors of Tn6 peptide binding to fibrin DD(E), primary screen, biochemical, fluorescence polarization, human fibrin, Tn6 probe | Fibrin DD(E) TRITC-Tn6 fluorescence polarization displacement | Fibrinogen beta chain (Homo sapiens), P02675 | inhibition, % at 8.3 µM | 370,000 tested, 0.21% active;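 active means inhibition above a per-campaign cutoff: mean of compounds within control limits plus 3 SD, cut at about 15% in these data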;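 further: 0% = median of all compound wells on the plate and 100% = blocking peptide control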
KLK7 zymogen act = proKLK7 zymogen activators, primary screen, biochemical, fluorescence intensity | AID 652039, 2013 | activation, % at 7 µM | 370,000 tested, 0.9% active | purified proKLK7, EDANS-DABCYL substrate fluorescence; 100% is mature enzyme control, 0% vehicle | Kallikrein-7 (Homo sapiens), P49862;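 active means activation above the mean of all tested compounds plus 3 SD, computed per campaign excluding outliers beyond control limits, cut at about 13% in these data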
Target sequence (P49862 whole entry, looked up): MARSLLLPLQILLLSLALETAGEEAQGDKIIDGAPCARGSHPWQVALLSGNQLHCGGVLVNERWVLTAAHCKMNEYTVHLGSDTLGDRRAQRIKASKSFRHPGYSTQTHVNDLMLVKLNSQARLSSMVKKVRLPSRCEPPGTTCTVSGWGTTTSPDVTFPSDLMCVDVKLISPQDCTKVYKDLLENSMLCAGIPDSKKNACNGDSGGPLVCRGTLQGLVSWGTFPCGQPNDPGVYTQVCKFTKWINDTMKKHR
ASAP1 inh = inhibitors of human ASAP1 ArfGAP activity, primary screen, biochemical, fluorescence polarization. Arf-GAP with SH3 domain, ANK repeat and PH domain-containing protein 1 (Homo sapiens), …. ASAP1-stimulated ARF1 GTP hydrolysis, GDP FP detection. inhibition, % at 16.5 µM. 360,000 tested, 0.19% active; in the data active means inhibition above about 25%;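 further: 0% = vehicle with enzyme and substrate and 100% = no enzyme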
Rev-erbA mod = modulators of Rev-erb alpha DNA binding, primary screen, biochemical, FITC-DNA, fluorescence polarization, uHTS | Nuclear receptor subfamily 1 group D member 1 (Homo sapiens), P20393 | Rev-erbα–FITC-DNA binding, 90 min | activity, % at 10 µM | 370,000 tested, 0.79% active | AID 1259318, 2017;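 active means activity above about 14%, limit read from the data; passing the limit was not always enough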;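 further: 0% = DMSO wells with 35 nM protein and 100% = DMSO wells with 750 nM protein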
Target sequence (P20393 whole entry, looked up): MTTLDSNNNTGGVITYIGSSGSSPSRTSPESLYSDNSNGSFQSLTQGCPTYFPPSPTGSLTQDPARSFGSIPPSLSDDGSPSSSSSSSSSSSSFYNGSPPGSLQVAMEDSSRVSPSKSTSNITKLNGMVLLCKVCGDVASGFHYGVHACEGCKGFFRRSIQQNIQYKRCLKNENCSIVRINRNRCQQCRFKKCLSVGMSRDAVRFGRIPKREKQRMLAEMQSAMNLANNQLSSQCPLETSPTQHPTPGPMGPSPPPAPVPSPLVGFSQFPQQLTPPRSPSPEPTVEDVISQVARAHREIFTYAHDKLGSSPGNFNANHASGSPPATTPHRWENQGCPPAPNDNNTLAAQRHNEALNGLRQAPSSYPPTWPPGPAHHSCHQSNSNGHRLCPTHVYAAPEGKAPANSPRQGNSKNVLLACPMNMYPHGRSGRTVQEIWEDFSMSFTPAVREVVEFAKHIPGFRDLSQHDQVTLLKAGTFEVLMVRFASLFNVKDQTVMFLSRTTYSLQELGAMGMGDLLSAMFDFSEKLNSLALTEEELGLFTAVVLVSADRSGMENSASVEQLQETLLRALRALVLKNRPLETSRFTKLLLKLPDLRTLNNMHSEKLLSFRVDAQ
UHRF1 MBD2 ctr = UHRF1 methylated DNA binding inhibitors, primary screen, counter-screen for MBD2 inhibitor project, biochemical, TR-FRET, human UHRF1, single concentration. E3 ubiquitin-protein ligase UHRF1 (Homo sapiens), Q96T88. UHRF1 binding to methylated oligo. inhibition, % at 4.4 µM. 370,000 tested, 0.75% active; in the data active means inhibition above about 21%;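 further: UHRF1 SRA domain binding a hemimethylated CpG hairpin DNA probe; 0% = median of test compound wells and 100% = reference inhibitor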
ARFGAP1 inh = inhibitors of rat ARFGAP1 GAP activity, primary screen, biochemical, fluorescence polarization, GDP tracer; inhibition, % at 16.5 µM; AID 651572, 2012; 360,000 tested, 0.26% active; Arfgap1-stimulated ARF1 GTP hydrolysis, GDP FP detection;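 active means inhibition above a per-plate limit, mean inhibition of low control wells plus 3 SD, cut at about 25% in these data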;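 further: 0% = DMSO wells with enzyme and 100% = wells lacking Arfgap1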
Target sequence (Q62848 1-136 limits assumed): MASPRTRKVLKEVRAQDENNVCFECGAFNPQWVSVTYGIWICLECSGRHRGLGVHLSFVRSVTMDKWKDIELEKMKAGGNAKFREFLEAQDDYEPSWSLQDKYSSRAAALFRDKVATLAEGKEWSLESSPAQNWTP
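Repeats: one replicate per compound; assay system: rat Arfgap1 catalytic domain, aa 1-136; times: enzyme reaction 120 min at 25 °C after 20 min preincubation; detection: FP of antibody-bound GDP Alexa 633 tracer, ex 620/em 688 nm; benchmarks: high control wells lacking Arfgap1, low control full reaction with DMSO; reagent: human ARF1(Δ1-17)-GTP substrate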
PLC-beta3 inh = human PLC-beta3 inhibitors, primary screen, biochemical, fluorescence; Purified PLC-beta3, fluorogenic substrate; 370,000 tested, 0.18% active; inhibition, % at 12.2 µM; in the data active means inhibition above about 11%;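 further: 0% = median of compound wells on plate and 100% = full blocker control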
HGIII-sPLA2 inh = human group III sPLA2 inhibitors, primary screen, biochemical, QFRET, BODIPY PC-A2 liposome substrate; Group 3 secretory phospholipase A2 (Homo sapiens), Q9NZ20; inhibition, % at 12.2 µM; 370,000 tested, 0.56% active; QFRET BODIPY PC-A2 liposome hydrolysis, fluorescence;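 active means inhibition above mean plus 3 SD of compounds lying within the high and low control bounds, cut at about 19% in these data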;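 further: 0% = median of test compound wells and 100% = no enzyme DMSO wells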
DDE Tn7 FP inh = inhibitors of Tn7 peptide binding to fibrin DD(E), primary screen, biochemical, fluorescence polarization, human fibrin, Tn7 probe; FP displacement of FITC-Tn7 peptide from fibrin DD(E); 0% = median of compound wells per plate; inhibition, % at 8.3 µM; Fibrinogen beta chain (Homo sapiens), P02675; 370,000 tested, 0.13% active;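 active means inhibition above the mean of compounds falling within the control limits plus 3 SD of them, cut at about 14% in these data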;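 further: 0% = plate median of compound wells and 100% = 10 µM Aha-Tn7 peptide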
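Assay system: Human clot-derived fibrin DD(E) complex | Buffer or medium: Tris/NaCl/CaCl2 buffer, pH 7.8 | Repeats: One replicate per compound | Benchmarks: Aha-Tn7 high control | Measure: % inhibition scaled between sample-field median and high-control FP | Schedule: 10 min plus 3 h, room temperature | Signal: Fluorescence polarization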
PLC-gamma1 inh = PLC-gamma1 enzyme inhibitors, primary screen, biochemical, fluorescence, purified enzyme | 1-phosphatidylinositol 4,5-bisphosphate phosphodiesterase gamma-1 (Homo sapiens), P19174 | fluorogenic substrate | inhibition, % at 12.2 µM | 370,000 tested, 0.84% active; in the data active means inhibition above about 9.5%
Active calls of the source: *.

SMILES	DDE Tn6 FP inh	KLK7 zymogen act	ASAP1 inh	Rev-erbA mod	UHRF1 MBD2 ctr	ARFGAP1 inh	PLC-beta3 inh	HGIII-sPLA2 inh	DDE Tn7 FP inh	PLC-gamma1 inh
CCC1(c2ccccc2)NC(=O)N(CC(=O)NCc2ccncc2)C1=O (stereo unspecified)	-1	-0.6	-9	6	2	0	-11	3	2	-2
CC(C)C[C@@H](CN1CCCC1CN1C(=S)NC[C@@H]1Cc1ccc(O)cc1)N1C[C@H](Cc2ccc(O)cc2)N(CC2CCCCCC2)C1=S (stereo partly specified)	1	0.4	20	-3	-1	21	3	-23	-4	5
COc1ccc(C(c2c(NC(=O)c3ccco3)sc(C)c2C)N2CCOCC2)cc1 (stereo unspecified)	0	0.4	12	-1	4	2	-31	1	0	-16
CCC1(c2ccc(F)cc2)NC(=O)N(CC(=O)N(C)C2CCS(=O)(=O)C2)C1=O (stereo unspecified)	1	-0.3	11	1	0	12	-8	3	4	0
CCOC(=O)C1=CCN(S(=O)(=O)c2ccc(F)cc2)C1c1cccc(Cl)c1 (stereo unspecified)	3	0.1	8	-3	-1	-6	0	-12	4	0
CCc1ccc(S(=O)(=O)NCCc2cn3ccc(C)cc3n2)s1	-1	0.2	-1	2	0	19	1	-9	4	-1
COC(=O)Nc1nc2ccc(-c3n[nH]c(=O)c4ccccc34)cc2[nH]1	9	6.1	4	-8	-5	4	-4	-3	-5	-6
O=S(=O)(NCc1cc(-c2ccc(Cl)cc2)no1)c1ccc(Cl)cc1	-8	0.3	-1	6	-2	2	2	-35	-6	0
COc1ccccc1N1CCN(C(=O)c2cc(-c3ccccc3O)on2)CC1	7	-0.2	9	5	0	4	-5	-2	2	2
COCCNC(=O)c1ccccc1NC(=O)c1ccccc1N(C)S(=O)(=O)c1ccccc1	1	0.4	-10	-7	1	5	1	-8	-3	6
Cc1cc(N2CCN(C(=O)c3cccs3)CC2)c(F)cc1[N+](=O)[O-]	0	0.1	-2	-3	2	0	6	-6	-7	8
Fc1ccc(-[n+]2nc(Nc3ccccc3)sc2-c2c(Cl)cccc2Cl)cc1	-7	1.0	-10	1	-5	9	15*	3	-3	11*
CN(C)/C=C1\N=C(c2ccc3c(c2)OCO3)OC1=O	-3	-0.1	-2	0	-3	-10	4	-2	0	4
CCOC(=O)C1CCN(S(=O)(=O)c2ccc3[nH]c4c(c3c2)CCCC4)CC1	0	6.4	-1	12	3	21	-8	-17	-1	-6
CSCCC(NC(=O)c1ccccc1)C(=O)NC1CCCC1 (stereo unspecified)	2	0.6	-4	-4	-1	-9	4	0	-4	2
Cn1nc(C(F)(F)F)c(/C=N/OCc2c(Cl)cccc2Cl)c1Cl	1	-0.8	-3	4	7	2	3	8	4	2
COc1ccc(-c2cc(C(=O)NC(C)c3ccccn3)c3ccccc3n2)cc1OC (stereo unspecified)	-8	0.0	11	-3	3	-5	-180	3	-3	-155
CCOC(=O)C1C(=O)C=C(c2ccc(C)cc2)CC1c1cccc([N+](=O)[O-])c1 (stereo unspecified)	4	0.6	-10	2	2	-10	-22	-7	-3	-16
COc1ccc(C2(C)CC(C)(C)Nc3ccccc32)cc1 (stereo unspecified)	12	-0.6	-1	-3	-2	-5	-5	11	10	1
Cc1c(Cl)cnc(NC(=O)COC(=O)C2CCCC2)c1Cl	2	-0.4	-8	2	2	2	-18	4	1	-10
CCc1nc2ccc(C(=O)NC(C)(C)C)cn2c1N(CC)Cc1cccc(Br)c1	7	-0.3	-5	-1	14	-4	-19	12	3	-10
CCOc1ccc(NC(=S)NC(C)c2cccs2)cc1 (stereo unspecified)	-3	0.3	-2	-6	1	9	2	11	3	-2
CSc1nncn1/N=C/c1cc(Cl)ccc1F	11	-0.4	-4	3	5	4	1	10	4	2
Cc1ccc(NC(=O)NCc2cccnc2)cc1	-6	-0.1	-7	4	4	6	-13	13	10	-3
C=CCNC(=S)N/N=C/c1ccc(OCc2ccccc2)cc1	-2	-0.6	-5	0	3	6	-9	-2	6	0

The closing 2 compounds of the section before are carried over, then new ones follow:
SMILES	DDE Tn6 FP inh	KLK7 zymogen act	ASAP1 inh	Rev-erbA mod	UHRF1 MBD2 ctr	ARFGAP1 inh	PLC-beta3 inh	HGIII-sPLA2 inh	DDE Tn7 FP inh	PLC-gamma1 inh
Cc1ccc(NC(=O)NCc2cccnc2)cc1	-6	-0.1	-7	4	4	6	-13	13	10	-3
C=CCNC(=S)N/N=C/c1ccc(OCc2ccccc2)cc1	-2	-0.6	-5	0	3	6	-9	-2	6	0
C=CCn1c(=O)c2ccccc2n2c(SC(C)C(N)=O)nnc12 (stereo unspecified)	-1	0.0	7	-4	4	1	-7	0	-2	3
Cc1nnc(NC(=O)CSc2nnc(CNC(=O)c3ccc(S(=O)(=O)N(C)C)cc3)o2)s1	-12	2.7	1	-2	0	0	-7	7	0	0
CCCCn1nnnc1SCC(=O)c1ccc(C)c(C)c1	-6	1.3	1	1	0	-3	4	-38	-4	1
Cc1occc1C(=O)NNC(=O)c1ccc(Br)o1	1	-0.2	-6	-5	-1	-8	1	-1	1	1
CC1(C)CC(NC(=O)COc2ccc3ccc(=O)oc3c2)CC(C)(C)N1	-7	-0.4	-2	-4	1	8	-14	4	2	-7
Cn1ccs/c1=N\S(=O)(=O)c1ccc(C(C)(C)C)cc1	-3	0.8	5	-1	-2	6	2	-6	1	1
O=C(c1cc(Br)ccc1Cl)N1CCN(c2ccc(N3CCOCC3)nn2)CC1	5	5.2	-10	-4	1	0	-471	5	8	-437
CSc1nnnn1-c1ccc(C)c(Cl)c1	0	0.1	-8	2	-2	-3	-2	10	2	0
COc1ccccc1NC(=O)/C(=N/OCc1ccc(F)cc1)C(C)=O	-1	-0.3	4	-6	1	-3	-3	-2	3	1
Cn1c(SCC(=O)C(C)(C)C)nnc1-c1ccncc1	-2	0.1	11	0	4	-1	1	4	-2	1
COc1ccc(NC(=O)Cn2c(=O)n(Cc3ccco3)c(=O)c3ccccc32)cc1	-4	0.0	-1	-3	-2	4	0	-1	-6	-1
Cc1ccc(NC(=O)Nc2ccc(S(N)(=O)=O)cc2)cc1	-4	-0.2	-10	-1	1	0	1	-15	-6	1
Cc1ccc(C(=O)CN(Cc2ccccc2)C2=NCCS2)cc1	0	0.6	-14	-3	-4	0	4	-20	-4	2
C[C@@H]1CN([C@H](C)CO)C(=O)c2cc(Br)cnc2O[C@H]1CN(C)C(=O)c1ccccc1	-2	-0.1	1	4	-1	6	7	2	-2	11*
CSc1nc2ccc(NC(=O)CSc3nnc(N)s3)cc2s1	-8	0.3	-8	-5	-6	-8	0	1	2	-2
COc1ccc(Cl)cc1N(CC(=O)N1CCCC1)S(C)(=O)=O	-1	0.4	-8	5	0	-2	-1	4	-1	1
O=C(NCc1ccccc1Cl)c1ccc2sc([C@@H]3O[C@H](CO)[C@H](O)[C@H](O)[C@H]3O)nc2c1	-4	-0.2	-3	2	2	3	-1	10	6	2
CC(=O)NC(Cc1ccc(F)cc1)C(=O)N1CCN(C(=O)NCc2ccccc2)CC1 (stereo unspecified)	1	0.0	-9	4	3	1	2	6	-3	1
Cc1cc(C)c(C#N)c(Sc2ccccc2N)n1	4	1.8	-3	1	-22	-2	-22	-17	-12	-14
CN(C(=O)c1ccncc1)C1CCCN(Cc2ccccc2F)C1 (stereo unspecified)	-3	0.0	6	3	4	1	0	11	1	9
O=C(O)c1ccc(NS(=O)(=O)c2ccc(C(=O)Nc3ccccc3)cc2)cc1	-9	-0.4	6	-3	2	-3	-3	3	-2	1
O=C(CCCC(=O)NN=Cc1cccc(O)c1)NN=Cc1cccc(O)c1	-1	0.5	15	2	0	14	-2	-5	0	1
O=C(NNS(=O)(=O)c1ccccc1[N+](=O)[O-])c1cccc([N+](=O)[O-])c1	12	-0.5	18	-5	-2	-8	-4	-1	4	-5
CCCC(C(=O)NCc1ccco1)N(CC1CCCO1)C(=O)CNS(=O)(=O)c1ccc(F)cc1 (stereo unspecified)	0	0.0	-5	0	-1	-10	-6	-7	-1	2
Cn1c(C(=O)NCc2cccs2)cc2c(=O)n(C)c3ccccc3c21	-10	-0.1	11	33*	3	-1	-8	8	2	-5

Later entries
SMILES	DDE Tn6 FP inh	KLK7 zymogen act	ASAP1 inh	Rev-erbA mod	UHRF1 MBD2 ctr	ARFGAP1 inh	PLC-beta3 inh	HGIII-sPLA2 inh	DDE Tn7 FP inh	PLC-gamma1 inh
Cc1ccc(C2N=C(N)Nc3nc4ccccc4n32)cc1 (stereo unspecified)	1	0.3	6	-1	-2	5	-6	0	6	2
COC(=O)[C@@]1(C)[C@H]2C(=O)N(Cc3ccccc3)C(=O)[C@H]2[C@H]2CN(C)C(=NC3CCCCC3)N21	3	0.1	-6	0	-2	2	1	-3	2	0
C[C@H]1CCCCO[C@H](CN(C)Cc2ccncc2)[C@@H](C)CN([C@@H](C)CO)C(=O)c2cc(NS(=O)(=O)c3ccccc3)ccc2O1	-5	1.1	-8	-3	1	-5	1	-5	-1	-3
CC(=O)N1CCc2cc(S(=O)(=O)NC(C(=O)Nc3nc(C)cs3)C(C)C)ccc21 (stereo unspecified)	1	-0.6	3	0	3	-16	5	7	-7	6
Cc1cc(=O)oc2cc(OCCSCCN3CCCC3)ccc12	-1	0.7	-9	-10	-2	11	-43	-3	-8	-25
CCCNC(=O)COC(=O)/C=C/c1ccc(C)o1	-7	-0.3	-2	-6	0	-8	-6	3	0	1

Part of the list above, limited to KLK7 zymogen act:
structure | KLK7 zymogen act
COC(=O)[C@@]1(C)[C@H]2C(=O)N(Cc3ccccc3)C(=O)[C@H]2[C@H]2CN(C)C(=NC3CCCCC3)N21 | 0.1
C[C@H]1CCCCO[C@H](CN(C)Cc2ccncc2)[C@@H](C)CN([C@@H](C)CO)C(=O)c2cc(NS(=O)(=O)c3ccccc3)ccc2O1 | 1.1
Cc1cc(=O)oc2cc(OCCSCCN3CCCC3)ccc12 | 0.7
CC(=O)N1CCc2cc(S(=O)(=O)NC(C(=O)Nc3nc(C)cs3)C(C)C)ccc21 (stereo unspecified) | -0.6
CCCNC(=O)COC(=O)/C=C/c1ccc(C)o1 | -0.3

From PubChem
